High-throughput results deposited in PubChem BioAssay by several laboratories.
HDAC3 inhib – inhibitors of human histone deacetylase 3. inhibition, % at 8.3 µM. O15379. AID 2718. recombinant HDAC3, fluorogenic peptide/trypsin coupled, fluorescence. 320,000 tested, 0.15% active; in the data active = inhibition above about 26%, passing the limit was not always enough
TMEM16A inh – mouse TMEM16A channel inhibition, primary screen; HEK293 TMEM16A/YFP iodide influx fluorescence, ionomycin; normalized B-score (activity score, 25-100; higher = stronger inhibition) at 10 µM; 310,000 tested, 1.2% active; AID 588511;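 active = ratio plate-corrected score three or more library SD toward inhibition, starting fluorescence score within five deviations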;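 note: score derived from kinetic fluorescence span divided by baseline fluorescence per well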
Target sequence (Q8BHY3 whole entry, looked up): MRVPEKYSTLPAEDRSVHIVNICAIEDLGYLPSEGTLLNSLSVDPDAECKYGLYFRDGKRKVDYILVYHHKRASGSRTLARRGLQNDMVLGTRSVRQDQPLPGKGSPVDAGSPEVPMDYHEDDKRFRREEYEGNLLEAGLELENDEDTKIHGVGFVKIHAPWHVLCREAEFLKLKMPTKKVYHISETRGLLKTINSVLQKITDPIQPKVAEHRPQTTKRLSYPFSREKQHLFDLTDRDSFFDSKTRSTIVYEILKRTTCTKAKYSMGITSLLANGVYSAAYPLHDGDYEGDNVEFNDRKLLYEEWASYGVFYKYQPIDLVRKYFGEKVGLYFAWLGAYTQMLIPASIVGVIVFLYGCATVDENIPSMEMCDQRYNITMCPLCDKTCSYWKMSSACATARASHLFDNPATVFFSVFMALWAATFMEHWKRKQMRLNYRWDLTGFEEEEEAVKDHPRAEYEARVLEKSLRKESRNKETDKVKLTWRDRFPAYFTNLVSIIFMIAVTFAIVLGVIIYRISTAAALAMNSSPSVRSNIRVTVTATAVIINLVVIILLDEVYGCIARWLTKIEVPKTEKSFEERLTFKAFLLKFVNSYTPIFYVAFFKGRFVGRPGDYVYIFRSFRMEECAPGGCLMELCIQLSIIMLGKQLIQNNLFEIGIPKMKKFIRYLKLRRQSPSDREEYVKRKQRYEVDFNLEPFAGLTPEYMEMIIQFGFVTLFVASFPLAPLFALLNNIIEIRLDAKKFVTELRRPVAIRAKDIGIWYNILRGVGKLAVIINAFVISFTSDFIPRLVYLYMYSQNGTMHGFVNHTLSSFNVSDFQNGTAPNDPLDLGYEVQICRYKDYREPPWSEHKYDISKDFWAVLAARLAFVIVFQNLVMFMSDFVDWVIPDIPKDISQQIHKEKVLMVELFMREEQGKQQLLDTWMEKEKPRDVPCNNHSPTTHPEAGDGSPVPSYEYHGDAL
KCNQ1 act – human KCNQ1 channel potentiation or activation. CHO-K1 KCNQ1, thallium flux FluxOR fluorescence; hits give high values. B-score at 10 µM. 310,000 tested, 0.35% active. AID 2648;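 active = fluorescence ratio B-score, a plate-corrected score, at least three library SD, with initial intensity B-score within 5 SD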
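Assay system: CHO-K1 cells stably expressing KCNQ1; Medium: assay buffer with matched DMSO; Also added: K+/Tl+ depolarizing stimulus; Dosing: single dose; Timing: dye 90 min, compound 20 min, room temperature; Measured by: kinetic FluxOR thallium fluorescence, 10-s 1-Hz baseline, 110-s post-stimulus read; Read-out: peak-minus-minimum fluorescence over initial fluorescence, negative-control normalized, B-scored.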
KCNQ1 block – blocks the human KCNQ1 potassium channel | B-score at 10 µM | P51787 | CHO-K1 KCNQ1, FluxOR thallium flux fluorescence; hits give high values | 310,000 tested, 1.3% active;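 active = compounds whose thallium flux B-score, printed positive for inhibition, exceeds three library SD while starting fluorescence stays within three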;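 note: channel opened by potassium depolarization with thallium stimulus after 20 min compound exposure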
RGS4 act – RGS4 potentiation or activation; HEK293 M3R/inducible RGS4, carbachol calcium flux Fluo4; hits give low values; B-score at 10 µM; 310,000 tested, 0.92% active; AID 463111;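 active = B-score of the integrated calcium signal more than 4 SD below the library mean, with starting fluorescence not abnormally high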;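 note: negative B-score means reduced calcium response which marks RGS4 activation or potentiation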
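Reagent: ECmax carbachol challenge; Test system: M3R-expressing HEK293 line, RGS4 induced by doxycycline; Schedule: overnight RGS4 induction, 30 min dye load 37 °C, 20 min compound RT; Detection: calcium dye Fluo4 fluorescence; Read-out: Agonist-evoked peak-minus-minimum fluorescence over baseline, integrated ratio, B score.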
KCNK3 inh – human KCNK3 channel inhibition, primary screen | O14649 | B-score at 10 µM | CHO-KCNK3 thallium flux, FluxOR fluorescence; hits give low values | 340,000 tested, 0.84% active;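 active = B-score under library mean minus 4 SD, starting fluorescence ratio at most library mean plus 5 SD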;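 note: more negative B-score means stronger inhibition of thallium flux through KCNK3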
KCNK9 inh – inhibitors of human KCNK9 two-pore domain potassium channel. Q9NPC2. HEK293 KCNK9, FluxOR thallium flux fluorescence; hits give low values. B-score at 10 µM. 310,000 tested, 1.2% active;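 active = ratio B-score over 3 SD below the library mean, with starting fluorescence within 5 SD of its mean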;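 note: negative B-score means less thallium flux so channel inhibition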
SKKanGAS inh – SKKanGAS growth inhibition; inhibition, % at 7.5 µM; S. pyogenes SKKanGAS, kanamycin growth, BacTiter-Glo, 6 h; 300,000 tested, 1.3% active;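 active = mean replicate score, as percent of positive control median, at least 50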;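 note: strain carries kanamycin resistance gene driven by streptokinase promoter and grows in 40 µg/ml kanamycin; loss of luminescence reflects streptokinase promoter inhibition or plain growth inhibition; 0% = median of DMSO wells and 100% = positive control at its reference dose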
ANO1 activ – activators or potentiators of mouse TMEM16A chloride channel; HEK293 TMEM16A/YFP-H148Q/I152L, iodide quench fluorescence; hits give low values; AID 623877; 340,000 tested, 0.3% active; B-score at 10 µM; Q8BHY3;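 active = fluorescence-ratio B-score plate-corrected deviation score at least 3 library SD below zero, with starting fluorescence score within 5 deviations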;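 note: channel opened by trigger with iodide after compound preincubation; score built on the fluorescence ratio of max minus min over baseline; more negative score means more quench and so TMEM16A activation or potentiation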
hERG rescue – compounds protecting human hERG from proarrhythmic drug block | 310,000 tested, 0.51% active | Q12809 | AID 1511 | CHO-hERG, FluxOR thallium flux, dofetilide IC70 present | activation (rescue from dofetilide block), less the hit threshold, % at 10 µM;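 active = activation above the mean of controls blocked by dofetilide plus 5 SD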;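 note: thallium influx through hERG after potassium depolarization seen as dye fluorescence rise; in these data hits start at about 4.7%; inactives centre near -7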
RGS4 block – human RGS4 inhibition. HEK293 M3R/RGS4 inducible, Fluo-4 calcium flux; hits give high values; triggered by carbachol at its EC20. P49798. AID 463165. B-score at 10 µM. 310,000 tested, 0.45% active;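 active = B-score, a plate-corrected calcium signal, over three deviations above library mean, with baseline fluorescence within five deviations of library mean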;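 note: RGS4 expression induced by doxycycline in cells with stable M3 receptor; B-score is computed from the integrated fluorescence ratio over baseline after carbachol; higher B-score means a larger calcium signal and so more RGS4 inhibition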
* hit, by the source's call; i = inactive; . = no result given.

SMILES	HDAC3 inhib	TMEM16A inh	KCNQ1 act	KCNQ1 block	RGS4 act	KCNK3 inh	KCNK9 inh	SKKanGAS inh	ANO1 activ	hERG rescue	RGS4 block
Cn1c(SCC(=O)N2c3ccccc3Sc3ccccc32)nnc1-c1ccco1	4	i	i	i	i	i	i	1	i	-13	i
CC(C)NC(=O)NC(=O)CSc1ncc(C(F)(F)F)cc1Cl	5	i	i	i	i	i	i	-7	i	-9	i
CNc1c(N)n(Cc2ccccc2)c(=O)[nH]c1=O	-8	i	i	i	i	i	i	-5	i	-16	i
CCN(C(=O)CSc1nnnn1-c1ccccc1OC)C1CCS(=O)(=O)C1 (stereo not drawn)	-2	i	i	i	i	i	i	3	i	-13	i
Cc1ccc(C2N(c3ccc(Cl)cc3)C(=O)N3CCCN23)cc1 (stereo not drawn)	4	i	i	i	i	-9.6*	i	-3	i	-10	i
CS(=O)(=O)N(CC(=O)N1CCCCCC1)Cc1ccc(Cl)cc1	3	i	i	i	i	i	i	-9	i	-5	i
CCn1c(=S)sc2c(=O)n(CC(=O)Nc3ccccc3OC)c(C)nc21	-2	i	i	i	i	i	i	0	i	-7	i
O=C(CSc1nnnn1-c1ccccc1)Nc1nsc(-c2ccccc2)n1	-2	i	i	i	i	i	i	-7	i	-3	i
O=c1[nH]cc(-c2ccccc2)c(=O)[nH]1	2	i	12*	i	i	i	i	-2	i	-2	i
O=C(Oc1ccc(-c2cnc3ccccc3n2)cc1)c1cc([N+](=O)[O-])ccc1Cl	0	i	i	i	i	i	i	12	i	-7	i
COc1ccccc1/C=N/NC(=O)NC12CC3CC(CC(C3)C1)C2	1	i	i	i	i	i	i	13	i	-1	i
COc1ccc(-c2nc(CN3CCN(c4ccccc4OC)CC3)c(C)o2)cc1	8	i	i	i	i	i	i	18	i	-7	i
CS(=O)(=O)c1cccc(C(=O)Nc2ccc(-c3nc4ccccc4[nH]3)cc2)c1	-1	i	i	i	i	i	i	3	i	-4	i
O=C(Cn1c(=O)oc2cc(S(=O)(=O)N3CCCC3)ccc21)Nc1ccc(C(F)(F)F)cc1	2	i	i	i	i	i	i	-14	i	-4	i
CC1c2cc3c(cc2CCN1C(=O)c1cccc(Cl)c1)OCCCO3 (stereo not drawn)	-4	i	i	i	i	i	i	1	i	-17	i
O=S(=O)(/C=C/c1ccccc1)N1CCN(c2ccccc2)CC1	4	i	i	i	i	i	i	-4	i	-6	i
Cc1nn(C(=O)Cn2ccc([N+](=O)[O-])n2)c(C)c1Br	-4	i	i	i	i	i	i	-7	i	-5	i
O=C(O)CNC(=O)c1nc(-c2ccccc2)n(-c2ccccc2)n1	1	i	i	i	i	i	i	4	i	-6	i
COc1cccc(NC2=C(NCCO)C(=O)c3ccccc3C2=O)c1	1	i	i	i	i	i	i	6	i	-13	i
CCn1c(/C=C/c2ccccc2C)nc2ccccc2c1=O	4	i	i	i	i	i	i	-1	i	-14	i

Entries of single compounds, quoted from the list. Values in the order: HDAC3 inhib	TMEM16A inh	KCNQ1 act	KCNQ1 block	RGS4 act	KCNK3 inh	KCNK9 inh	SKKanGAS inh	ANO1 activ	hERG rescue	RGS4 block
Profile of `CC1c2cc3c(cc2CCN1C(=O)c1cccc(Cl)c1)OCCCO3` (stereo not drawn) = -4	i	i	i	i	i	i	1	i	-17	i
Profile of `O=S(=O)(/C=C/c1ccccc1)N1CCN(c2ccccc2)CC1` = 4	i	i	i	i	i	i	-4	i	-6	i

The listing continues.
SMILES	HDAC3 inhib	TMEM16A inh	KCNQ1 act	KCNQ1 block	RGS4 act	KCNK3 inh	KCNK9 inh	SKKanGAS inh	ANO1 activ	hERG rescue	RGS4 block
CCCc1cc(=O)oc2cc(OCC(=O)Nc3ccccn3)ccc12	-7	i	i	i	i	i	i	3	i	-5	i
O=S(=O)(Nc1ccc2c(c1)nc1n2CCOC1)c1ccccc1	-7	i	i	i	i	i	i	-3	i	-7	i
COc1ccc(Cl)cc1Nc1nc(NCCO)nc(N2CCCCC2)n1	5	i	i	i	i	i	i	19	i	-9	i
O=C(O)c1ccc2ncsc2c1	4	i	i	i	i	i	i	-2	i	-13	i
Cc1cccc(/C(N)=N/OC(=O)c2ccc(Cl)cc2Cl)c1	-3	i	i	i	i	i	i	-13	i	-7	i
COc1cccc2oc(-c3ccco3)cc(=O)c12	8	i	i	i	i	i	i	9	i	-4	i
CC(=O)C[C@H]1c2cc(C(F)(F)F)ccc2S(=O)(=O)N1c1ccccc1	-1	i	i	i	i	i	i	6	i	-9	i
O=C(CCCN1C(=O)c2ccccc2C1=O)Nc1nccs1	-6	i	i	i	i	i	i	-19	i	-11	i
O=C1CC(c2ccco2)CC(O)=C1C=NCCN1CCN(C(=O)Nc2ccc(Cl)cc2)CC1 (stereo not drawn)	0	i	i	i	i	i	i	-13	i	-16	i
Cc1cccc(C)c1NC(=O)COc1ccc2c(C)c(Cc3ccccc3)c(=O)oc2c1	0	i	i	i	i	i	i	2	i	-3	i
CCOc1ccc2ccccc2c1/C=N\NC(=O)OC	-3	i	i	i	i	i	i	-9	i	-9	i
Cc1cccc(NC(=O)CC2SC(=O)N(c3ccccc3)C2=O)c1 (stereo not drawn)	17	i	i	i	i	i	i	11	i	-4	i
CC(NC(=O)Cn1cc(C(=O)C2CC2)c2ccccc21)c1ccccc1 (stereo not drawn)	6	i	i	i	i	i	i	-2	i	-5	i
O=C(O)[C@H](CSCc1ccccc1)NS(=O)(=O)c1ccc(F)cc1	-11	i	i	i	i	i	i	2	i	-7	i
COc1ccc(NS(=O)(=O)c2cccc3cccnc23)cc1Cl	0	i	i	i	i	i	i	4	.	-6	i
CCOc1ccc(S(=O)(=O)N/N=C(\C)c2ccc3c(c2)OCO3)cc1	-9	i	i	i	i	i	i	0	i	-8	i
CC(C)C(=O)Nc1ccc(C(=O)N/N=C/C2CC3C=CC2C3)cc1 (stereo not drawn)	6	i	i	i	i	i	i	-1	i	-1	i
CC(=O)c1cccc(NC(=S)Nc2ccn(Cc3cccc4ccccc34)n2)c1	3	i	i	i	i	i	i	26	i	-4	i
Cc1cc(NC(=O)Cc2ccc(Br)cc2)no1	-4	i	i	i	i	i	i	-16	i	-2	i
CN(CC(=O)Nc1ccc(Cl)c(S(=O)(=O)N(C)C)c1)Cc1ccccc1	2	i	i	i	i	i	i	0	i	-5	i
O=c1[nH]c2c(s1)C(c1cccnc1)C1C3CCC(C3)C1S2 (stereo not drawn)	0	i	i	i	i	i	i	-10	i	-15	i
COc1ccc(-c2c(C)nn3c(Cl)c(C)c(C)nc23)cc1	3	i	i	i	i	i	i	14	i	-5	i
CCn1ccnc1[C@@H]1C[C@H]2CN(Cc3cccc(Cl)c3)C(=O)[C@]23CCCN13	-2	i	i	i	i	i	i	5	i	2	i
Cc1ccc(-n2nnc3c(=O)n(Cc4ccccc4C)cnc32)cc1	-7	i	i	i	i	i	i	-16	i	-10	i
O=C(Cc1ccc(F)cc1)Nc1cccc(-c2ccc3nncn3n2)c1	1	i	i	i	i	i	i	0	i	-7	i
Cc1ccc(-n2c3c(cc(C(=O)NCCCN4CCOCC4)c2=O)C(=O)CC(C)(C)C3)cc1	3	i	i	i	i	i	i	1	i	-10	i
CCC(Sc1nc2sc(C(=O)OC)c(C)c2c(=O)n1N)C(=O)NCC1CCCO1 (stereo not drawn)	0	i	i	i	i	i	i	3	i	-10	i
Nc1ccc(-n2nncc2-c2ccco2)cc1	-4	i	i	i	i	i	i	9	i	-3	i
COc1ccc(NC(=O)c2cc(NC(=O)C3CCCCC3C(=O)O)ccc2N2CCOCC2)cc1 (stereo not drawn)	-3	i	i	i	i	i	i	0	i	-5	i
COc1ccc(N2CCN(C(=O)Nc3ccccc3Cl)CC2)cc1	0	i	i	i	i	i	i	-10	i	-6	i
CCOC(=O)N1CCN(C(=O)CSc2nc3c(cnn3-c3ccc(Cl)cc3)c(=O)[nH]2)CC1	5	i	i	i	i	i	i	11	i	-10	i
O=C(CSc1ncn[nH]1)Nc1ccc(Br)cc1F	4	i	i	i	i	i	i	2	i	-8	i
CCOC(=O)c1csc(NC(=O)C(C)(C)C)n1	4	i	i	i	i	i	i	6	i	-12	i
Cc1c(C(=O)c2ccccc2)oc2ccc3ccccc3c12	1	i	i	i	i	i	-11*	-8	i	-4	i
CC(NC(=O)CCSc1nc(-c2ccco2)cc(C(F)(F)F)n1)c1ccccc1 (stereo not drawn)	5	i	i	i	i	i	i	-6	i	-19	i
Cc1ccc(Nc2nc3nonc3[nH]c2=O)cc1Cl	-7	100*	i	9*	i	i	i	106*	i	-13	i
Clc1cnc(N/N=C/c2ccncc2)c(Cl)c1	6	i	i	i	i	i	i	-3	i	-2	i
CCOC(=O)c1csc(NC(=O)c2ccc(S(=O)(=O)N3CCCC3)cc2)n1	-3	i	i	i	i	i	i	1	i	-6	i
O=C(COC(=O)CCNS(=O)(=O)c1ccccc1F)Nc1nnc(-c2ccccc2)o1	-2	i	i	i	i	i	i	-6	i	-15	i
N#CCCN1CCCN(CCC#N)CCN(CCC#N)CCCN(CCC#N)CC1	-4	i	i	i	i	i	i	3	i	-5	i
CNc1[nH]ncc1[N+](=O)[O-]	-4	i	i	i	i	i	i	6	i	-5	i
COc1ccc2[nH]cc(CCNC(=O)C3CCCCC3)c2c1	1	i	i	i	i	i	i	-4	i	-8	i
Cc1ccc(-c2nn(CC(=O)Nc3cccnc3)c(=O)c3ccccc23)cc1	6	i	i	i	i	i	i	-2	i	-11	i
C=CCOC(=O)C1=C[C@@H](c2ccc(Br)cc2)[C@H](CCCO)[C@@H](OCC)O1	-1	i	i	i	i	i	i	5	i	-23	i
COc1ccc(C(=O)N2CCN(Cc3cn[nH]c3-c3ccc(OC)cc3F)CC2)cc1	1	i	i	i	i	i	i	-2	i	-7	i
Cc1nnc(SCC(=O)Nc2nccs2)[nH]c1=O	-2	i	i	i	i	i	i	5	i	-4	i
Cc1ccc2nc(N3CCN(Cc4nnnn4Cc4ccccc4)CC3)c(C#N)cc2c1	-14	i	i	i	i	i	i	14	.	-7	i
Cc1[nH]c(=O)[nH]c(=O)c1NC(=O)c1cccs1	-2	i	i	i	i	i	i	4	i	-9	i
COc1ccc(/C=C/C(=O)NC(C)C)cc1Br	4	i	i	i	i	i	i	-5	i	-11	i
Cc1cccc(N(CC(O)CN(C)C)S(=O)(=O)c2ccccc2)c1 (stereo not drawn)	0	i	i	i	i	i	i	2	i	-9	i
